PKA-R2B activ: activators of human PKA-R2B complex. P22694+P31323. 340,000 tested, 0.079% active. AID 504700. activation, % at 11.4 µM. PKA-R2B holoenzyme dissociation, Cy5-IP20 fluorescence polarization; R2B truncated from residue 108, S112A mutant; 0% DMSO only, 100% 113 µM cGMP;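 active = activation above a cutoff set at the mean over all compounds plus 3 SD, cut at about 18% in these data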;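 also: higher means more holoenzyme dissociation and a rise in polarization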
Target sequence (P31323 whole entry, looked up, other chains not shown, the tested form may be a part): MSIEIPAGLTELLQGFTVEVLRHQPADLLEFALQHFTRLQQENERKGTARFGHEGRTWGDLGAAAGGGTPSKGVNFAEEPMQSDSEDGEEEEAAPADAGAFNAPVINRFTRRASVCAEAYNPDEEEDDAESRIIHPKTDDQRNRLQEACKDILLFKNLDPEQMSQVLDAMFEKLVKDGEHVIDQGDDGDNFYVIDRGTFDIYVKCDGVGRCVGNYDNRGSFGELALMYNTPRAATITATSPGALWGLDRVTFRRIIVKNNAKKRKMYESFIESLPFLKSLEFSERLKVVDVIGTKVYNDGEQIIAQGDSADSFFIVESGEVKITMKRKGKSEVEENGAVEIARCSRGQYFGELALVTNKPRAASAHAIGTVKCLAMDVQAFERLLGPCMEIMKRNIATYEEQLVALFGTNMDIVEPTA
DAGLB inh: diacylglycerol lipase beta (human) inhibition; Q8NCG7; HEK293T DAGLB membrane lysate, EnzChek fluorogenic substrate; inhibition, % at 5.17 µM; 340,000 tested, 0.059% active; in the data active = inhibition above about 34%;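 also: 0% = enzyme with vehicle and 100% = wells lacking enzyme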
AddAB inh: less growth of phage-infected E. coli with AddAB. E. coli expressing H. pylori AddAB, absorbance growth. inhibition, % at 11.9 µM. 330,000 tested, 0.29% active; in the data active = inhibition above about 12%;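 also: 0% = vehicle wells of infected cells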
phage Ecoli inh: E. coli growth loss with phage present. AID 651602. growth absorbance. 360,000 tested, 0.26% active. inhibition, % at 11.9 µM; in the data active = inhibition above about 11%
E coli growth: bacterial growth inhibition, counter-screen for AddAB inhibitors. 330,000 tested, 0.27% active. E. coli V3065 growth, OD600 absorbance, 18 h. inhibition, % at 11.9 µM;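 active = inhibition above the campaign's mean inhibition across all tested compounds plus 3 SD, cut at about 9.9% in these data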;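 also: uninfected addAB+ strain grown without phage in ampicillin broth; 0% = DMSO wells and 100% = ciprofloxacin 0.95 µg/ml wells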
PKA-R1A act: activates the PKA-R1A holoenzyme complex; PKA-R1A dissociation, Cy5-IP20 fluorescence polarization; scaled: DMSO 0%, 113 µM cGMP 100%; activation, % at 11.4 µM; P00514+P68181; 340,000 tested, 0.083% active;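 active = percent activation above the mean of all tested compounds plus 3 SD, cut at about 19% in these data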;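 also: higher means more PKAc released from R1A so a rise in polarization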
HTR5A inv ctr: inverse agonist of human HTR5A in OPRM1-OPRD1 counter-screen; inhibition, % at 9.3 µM; P47898; HTR5A cell line, luminescence, inverse agonism; AID 504634; 340,000 tested, 0.083% active; in the data active = inhibition mostly above about 23%, no sharp cut-off; inactive = mostly below about 18%;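 also: 0% = cells with DMSO and 100% = no-cell wells with DMSO; some compounds called inactive have numbers as strong as hits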
Tat export inh: inhibitors of E. coli Tat protein transport; E. coli MC4100 TorA-mCherry Tat export, fluorescence; inhibition, % at 10 µM; 340,000 tested, 0.036% active;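 active = mean replicate inhibition at least 50% and at least half of replicates individually reaching 50%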;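 also: exported cargo escapes ClpAP degradation while cytoplasmic cargo is degraded and loses fluorescence; 0% = median of neutral control wells and 100% = median of NaSCN control wells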
HTR5A ag ctr: counter-screen for OPRM1-OPRD1 agonists: human HTR5A agonism; P47898; HTR5A agonist assay, luminescence, cell-based; activation, % at 9.3 µM; 340,000 tested, 0.61% active; in the data active = activation mostly above about 9.5%, no sharp cut-off; inactive = mostly below about 7.6%;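 also: 0% = cells with vehicle only and 100% = reference agonist; strong numbers were not always called active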
CDK5 p35 inh: inhibitors of human CDK5/p35 kinase; inhibition, % at 10 µM; 330,000 tested, 0.01% active; Recombinant CDK5/p35, ADP-Glo luminescence, 60 min; AID 488839;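 active = highest replicate inhibition of at least 50% and at least 75% of replicates reaching 50%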;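 also: plate controls were DMSO neutral control for no effect and GW8510 at 10 µM for full effect; many of its hits are not listed in these tables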
Target sequence (Q00535 whole entry, looked up): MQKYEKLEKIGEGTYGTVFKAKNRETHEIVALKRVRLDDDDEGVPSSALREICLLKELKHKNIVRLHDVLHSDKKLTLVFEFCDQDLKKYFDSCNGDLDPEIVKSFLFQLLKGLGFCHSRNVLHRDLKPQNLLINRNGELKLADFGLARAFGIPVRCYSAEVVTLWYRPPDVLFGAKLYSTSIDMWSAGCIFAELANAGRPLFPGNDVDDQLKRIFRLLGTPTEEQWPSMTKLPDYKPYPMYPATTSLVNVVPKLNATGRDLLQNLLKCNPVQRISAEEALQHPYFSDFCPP
Target sequence (Q15078 whole entry, looked up): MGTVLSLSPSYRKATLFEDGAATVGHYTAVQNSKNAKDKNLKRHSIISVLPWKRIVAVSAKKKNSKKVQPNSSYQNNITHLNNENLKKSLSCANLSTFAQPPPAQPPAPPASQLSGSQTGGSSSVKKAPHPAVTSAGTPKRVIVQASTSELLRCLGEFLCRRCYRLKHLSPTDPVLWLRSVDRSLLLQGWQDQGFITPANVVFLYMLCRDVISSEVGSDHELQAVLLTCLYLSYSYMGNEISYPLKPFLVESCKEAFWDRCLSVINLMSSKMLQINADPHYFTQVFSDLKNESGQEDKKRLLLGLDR
Mot1-301 SUMO: blocks SUMOylation pathway, rescuing yeast Mot1-301 growth; S. cerevisiae Mot1-301 growth rescue, ATP luminescence, 38.5C; percent above DMSO median, 100 means doubled; growth rescue, % at 18.8 µM; 320,000 tested, 1% active; AID 2716;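 active = every valid replicate shows activation above 250% relative to neutral control wells; inactive = the rest, any valid replicate at or below 250%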;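 also: OY570 slx delta 5 strain wells were the positive control but not used for scaling; some compounds called inactive have numbers as strong as hits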
* = called active by the depositor; . = no result given.

Start of the data: the first 2 entries as a preview:
SMILES | PKA-R2B activ | DAGLB inh | AddAB inh | phage Ecoli inh | E coli growth | PKA-R1A act | HTR5A inv ctr | Tat export inh | HTR5A ag ctr | CDK5 p35 inh | Mot1-301 SUMO
Cc1cc(C)nc(NC=C2C(=O)OC(C)(C)OC2=O)n1 | -0.7 | -0.3 | -0.3 | -0.7 | -1.3 | 0.8 | -5.6 | -7.7 | 3.9 | -0.5 | 0.5
CCOCCCNC(=O)c1c[nH]c2cc(C)ccc2c1=O | -5.9 | 1.7 | 0.8 | 1.2 | 0.6 | -11.8 | 6.1 | 4.3 | 4.3 | -1.6 | -19.0

Results, from the first entry:
SMILES | PKA-R2B activ | DAGLB inh | AddAB inh | phage Ecoli inh | E coli growth | PKA-R1A act | HTR5A inv ctr | Tat export inh | HTR5A ag ctr | CDK5 p35 inh | Mot1-301 SUMO
Cc1cc(C)nc(NC=C2C(=O)OC(C)(C)OC2=O)n1 | -0.7 | -0.3 | -0.3 | -0.7 | -1.3 | 0.8 | -5.6 | -7.7 | 3.9 | -0.5 | 0.5
CCOCCCNC(=O)c1c[nH]c2cc(C)ccc2c1=O | -5.9 | 1.7 | 0.8 | 1.2 | 0.6 | -11.8 | 6.1 | 4.3 | 4.3 | -1.6 | -19.0
COc1ccc(-c2ccc(C(c3c(C)[nH][nH]c3=O)c3c(C)[nH][nH]c3=O)o2)c([N+](=O)[O-])c1 | 0.5 | 1.2 | . | 5.2 | . | -0.5 | -5.0 | 3.7 | 1.9 | 0.1 | .
Cc1cc(N2CCN(Cc3ccc4c(c3)OCO4)CC2)n2ncnc2n1 | 5.8 | -2.8 | 2.3 | 1.7 | 0.7 | 3.5 | -23.2 | -2.4 | -1.9 | 2.9 | -5.4
COc1cccc(NC(=O)COC(=O)c2ccccc2C(=O)N2CCN(c3ccccc3)CC2)c1 | -8.1 | -1.8 | -0.8 | 0.5 | -0.8 | -1.4 | -8.8 | -3.7 | 3.2 | 0.2 | -7.0
Cc1ccccc1NC(=O)COC(=O)c1ccc(S(=O)(=O)N2CCCCCC2)cc1 | -4.1 | -0.6 | . | 0.7 | . | -3.1 | -3.9 | 7.2 | 5.3 | 1.6 | .
COc1ccc(NC(=O)CSCC(=O)NCCc2ccccn2)cc1 | 4.3 | -0.9 | 1.1 | 0.1 | 2.5 | 4.3 | 0.9 | -1.7 | -1.8 | -0.5 | -14.6
CN(CC(=O)NC(=O)NCc1ccccc1)Cc1cccc(Cl)c1Cl | -8.0 | -0.2 | 0.8 | 3.1 | -0.2 | -7.3 | -16.1 | 15.3 | 4.7 | 0.3 | -10.5
COC(=O)Cn1ncc2c(C)n(Cc3ccccc3)c(C)c2c1=O | 5.5 | 1.3 | -2.9 | 2.7 | 0.3 | 2.7 | -10.1 | -3.3 | 0.3 | -1.3 | 43.2
CCOc1ccc(N(CC(=O)Nc2c(C)n(C)n(-c3ccccc3)c2=O)S(=O)(=O)c2ccc(F)cc2)cc1 | -0.8 | 0.9 | . | 1.2 | . | -3.6 | -6.1 | 0.2 | 7.2 | 0.2 | -2.8
COc1ccc(CNC(=O)c2ccc(CS(=O)(=O)c3ccccc3C)o2)cc1 | -1.3 | 0.1 | 2.4 | 1.2 | -0.9 | -0.5 | 16.0 | 2.8 | -2.7 | -0.1 | -21.5
Cc1cc(C)c2nc(N3CCN(C(=O)c4ccco4)CC3)sc2c1 | -1.7 | -5.2 | 0.3 | 3.3 | -2.0 | -5.6 | -0.1 | 8.0 | 3.0 | -0.3 | 15.7
CC(C)OCCCNC(=O)c1cc2c(s1)CS(=O)(=O)C2 | 1.3 | 0.2 | 4.0 | 3.6 | -0.4 | 2.5 | -14.7 | -3.4 | 0.5 | 1.0 | 11.3
COc1ccc(N=Nc2c(C)[nH]c3ccccc23)cc1 | -8.9 | -5.0 | 0.9 | 0.6 | -0.6 | -8.3 | 2.6 | -8.2 | 10.3 | 0.3 | 36.9
COc1ccc(-n2ncc3c(NCCCN4CCOCC4)ncnc32)cc1 | -15.7 | 1.2 | 2.0 | 2.6 | 1.2 | -7.6 | 14.2 | -1.8 | -3.9 | 1.2 | 0.8
N#Cc1cc2c(nc1SCC(=O)O)CCCCC2 | 0.5 | 0.6 | 1.0 | 2.5 | -1.3 | 2.0 | -5.7 | -6.3 | 1.8 | -2.3 | -0.4
CCc1sc(N2C(=O)C3C4CCC(C4=C(C)C)C3C2=O)nc1-c1ccccc1 (stereo not drawn) | -11.0 | -9.8 | 1.3 | 2.0 | 1.2 | -3.3 | 1.4 | 8.8 | -0.4 | 0.1 | 3.4
Cc1ccc(C)n1N1C(=O)/C(=C\c2ccc(Cl)cc2)SC1=S | -3.8 | 4.4 | -1.5 | 1.6 | -0.4 | 2.0 | 18.1 | -9.3 | -5.1 | 0.6 | -28.3
Cc1cc(Nc2ccc([N+](=O)[O-])cc2)c2ccccc2n1 | -1.4 | 2.8 | 3.5 | -1.1 | -1.7 | -3.9 | 18.2 | 3.5 | -5.3 | -1.5 | -12.3
CCN(CC)c1ccc(NC(=O)COC(=O)COc2ccccc2[N+](=O)[O-])cc1 | 4.3 | 0.2 | -0.3 | 4.9 | -0.1 | -5.2 | 5.2 | 2.2 | 2.9 | 0.1 | 0.7
CCc1nnc(NC(=O)c2cc(S(=O)(=O)N3CCOCC3)ccc2N2CCCCC2)s1 | -6.2 | -3.0 | . | 3.3 | . | -11.4 | -4.6 | 7.0 | 1.7 | 1.5 | .
Cc1sc(N)nc1-c1cccs1 | -10.2 | 0.1 | 3.4 | 4.1 | 1.2 | 3.6 | 13.4 | 2.8 | -5.1 | -0.8 | -2.2
CC1CCN(C(=O)c2[nH]cnc2C(=O)N2CCN(C(=O)OC(C)(C)C)CC2)CC1 | 3.4 | -2.4 | 2.1 | 2.2 | 1.4 | 9.9 | -9.1 | -5.8 | 1.2 | 0.7 | 0.7
CCCN(CC(=O)Nc1ccccc1C)C(=O)c1ccc(OCc2c(C)noc2C)cc1 | 1.1 | -1.5 | . | 3.5 | . | -9.4 | -3.9 | 1.6 | 7.8 | 0.0 | .
Cc1cc([N+](=O)[O-])nn1Cc1noc(C(=O)NCCCn2ccnc2)n1 | 1.0 | 1.7 | 1.8 | 0.8 | -1.9 | 10.8 | -0.4 | 1.3 | 0.8 | -0.2 | -2.1
CCc1nnc(NC(=O)CSCc2cc(=O)n3ccsc3n2)s1 | -16.8 | -1.4 | -2.1 | 2.6 | 0.9 | -12.9 | -2.5 | -4.5 | -1.6 | 0.9 | -5.4
CN(C(=O)COC(=O)c1ccc(Cl)cc1N)C1CCS(=O)(=O)C1 (stereo not drawn) | -0.3 | 0.2 | -1.4 | 4.9 | 0.8 | -13.2 | 0.4 | -5.1 | -0.2 | -1.2 | -5.1
COc1ccc(/C=N/NC(=O)c2ccncc2)cc1CN1CCCc2ccccc21 | 4.2 | 1.9 | -1.2 | 1.2 | -2.6 | 5.5 | -8.8 | 10.4 | 1.7 | 1.0 | -7.6
COc1cc(OC)cc(-c2nnc(SCC(=O)N3CCCC3)o2)c1 | -11.3 | 0.7 | 0.5 | 2.1 | -3.4 | -2.5 | -23.2 | 9.0 | 2.5 | -1.0 | -3.3
COc1ccc(Cn2c(C)cc3c(c2=O)C(c2cccs2)C(C#N)=C(N)O3)cc1OC (stereo not drawn) | 3.2 | -0.4 | 1.0 | 1.7 | 0.4 | 5.3 | 13.7 | -0.8 | -1.6 | 0.5 | 2.7
NC(=O)C1(N2CCCCC2)CCN(C(=S)Nc2ccccc2)CC1 | 2.8 | -2.0 | 4.5 | 2.4 | 0.1 | -4.5 | -2.7 | 1.2 | 0.8 | -1.7 | 8.2
O=C(c1cccc(S(=O)(=O)N2CCOCC2)c1)N1CCN(S(=O)(=O)c2cccc([N+](=O)[O-])c2)CC1 | -7.9 | 3.0 | . | 0.7 | . | -2.9 | -1.4 | 8.3 | 0.6 | -0.7 | .
c1ccc(Cn2c(CNc3nc4ccccc4n3CCN3CCOCC3)nc3ccccc32)cc1 | -1.3 | 4.5 | -1.4 | 0.7 | -0.2 | 0.8 | . | 8.8 | . | -0.5 | -13.7
CC1(C)C2CCC1(C)C(NC1=NCCC1)C2 (stereo not drawn) | -5.3 | -2.0 | 0.5 | 4.7 | 0.5 | -7.8 | 16.0 | -5.5 | 2.5 | -0.6 | .
CC(Oc1ccc(Cl)cc1Cl)C(=O)NC1CCSC1=O (stereo not drawn) | -4.3 | 0.1 | 0.6 | -0.5 | -0.4 | -6.4 | 7.7 | 1.2 | 0.1 | 0.6 | -16.3
COc1ccc(NC(=O)C(NC(=O)c2ccc(=O)[nH]c2)c2ccccc2)cc1 (stereo not drawn) | -10.5 | -0.4 | 4.3 | 5.1 | 0.1 | 0.9 | 5.9 | 6.6 | 5.2 | -0.7 | 6.7
O=C(NCC1CCCO1)c1ccc(N2CCCCC2)nc1 (stereo not drawn) | -1.0 | -0.5 | 1.3 | 3.9 | 0.3 | -6.3 | -4.3 | -2.5 | 4.5 | 0.6 | 0.4
O=C(Nc1ccc(N2CCOCC2)cc1)C1CCCN(S(=O)(=O)c2cccc(C(F)(F)F)c2)C1 (stereo not drawn) | 1.1 | -0.9 | -4.0 | 2.0 | -1.0 | 6.1 | 3.1 | -7.9 | -0.9 | -1.3 | -6.8
COc1cccc(/C=N/Nc2ncnc(N)c2[N+](=O)[O-])c1OC | -4.8 | 0.8 | 2.8 | . | -1.1 | -1.8 | 15.2 | -7.3 | -4.0 | 1.3 | .
CCOc1ccccc1N1CCN(Cc2cnc(-c3ccccc3)[nH]2)CC1 | 2.9 | -2.2 | 1.3 | 3.1 | -3.1 | -5.2 | -0.8 | -10.6 | -2.7 | -0.5 | -11.7
O=C(c1ccccc1)c1nccc2ccccc12 | -0.5 | -2.8 | 2.2 | 1.2 | 0.5 | -3.4 | 3.3 | -0.9 | 5.1 | 1.6 | -4.6
O=C(CC12CC3CC(CC(C3)C1)C2)NC(=S)N1CCCCC1 | -10.0 | -5.8 | 3.3 | 2.9 | -0.9 | -6.8 | -51.5 | -10.6 | -2.4 | 0.5 | 5.5
O=C(/C=C/c1ccc([N+](=O)[O-])s1)N1CCN(c2ccccc2)CC1 | 6.2 | -2.0 | 2.0 | 2.4 | 1.1 | -2.4 | 8.8 | -5.2 | -2.3 | 0.0 | -5.8
CCN1CCN(CCCNC(=O)CCCn2nc(C)c3sc4ccccc4c3c2=O)CC1 | -3.0 | -0.6 | -0.2 | 6.3 | -2.0 | 4.8 | 2.9 | 8.9 | 2.7 | 0.5 | 16.1
CC(=O)Nc1ccc(N2N=C(C)C(N=Nc3ccccc3)C2=O)cc1 (stereo not drawn) | -1.7 | 7.4 | 0.2 | 1.4 | -4.0 | -3.2 | 23.3 | 5.1 | -9.4 | -5.7 | 0.2
CN(C)CCC(=O)N1C/C(=C/c2ccccc2)C(=O)/C(=C\c2ccccc2)C1 | -7.2 | -2.3 | . | 1.0 | . | -5.9 | 24.6 | -7.8 | -6.3 | -2.6 | .
O=S(=O)(Nc1cccnc1)c1ccc(F)cc1 | -3.5 | -2.1 | -1.0 | 0.1 | 0.1 | 2.1 | -13.9 | 17.1 | 3.7 | 0.9 | -2.0
CCSc1nc2c(c(=O)[nH]1)C(c1cccs1)C(C(=O)OC)=C(C)N2 (stereo not drawn) | -14.2 | 0.6 | 0.0 | 2.4 | 0.9 | -5.3 | 8.9 | -13.2 | -3.1 | -0.6 | -4.7
